Source: PubChem BioAssay (National Center for Advancing Translational Sciences (NCATS))
Cycloheximide cs: affects cycloheximide protein synthesis inhibition readout, counter-screen; cell reporter, cycloheximide protein synthesis inhibition counterscreen; AID 2314; max response, %; 12% of 300,000 active; in the data active means max response mostly above about 13%, no sharp cut-off; inactive means mostly below about 14%; further: read at 38.3 µM for the half of the compounds with a filed dose; 0% is about no effect
TbPYK inhibitor: T. brucei pyruvate kinase inhibition. TbPYK enzyme, Kinase-Glo Plus ATP luminescence, 45 min. Potency, µM (top dose mostly 76.8 µM), for inactives: top-dose activity, negative = inhibition, most hits filed as inhibitors. 0.12% of 410,000 active. AID 624173; further: potency means the concentration at half of the fitted maximal effect; on the % scale 0 is the no-effect control and ±100 the full control effect; nearly all actives have a fitted effect of over 50% in size
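Assay buffer: 50 mM TEA pH 7.2, 100 mM KCl, 10 mM MgCl2, 0.05% BSA, 0.01% Tween-20. Pyruvate kinase from T. brucei plus substrate met compound, then ADP (130 uM final). Luminescence was read post 45 min RT.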
Pf growth 96h: P. falciparum growth inhibition at 96 hour, primary screen for plastid delayed-death inhibitors. AID 504834. P. falciparum luciferase reporter growth, 96 h. 6.9% of 320,000 active. Potency, µM (series often up to 28.7 µM), for inactives: at the top dose activity change, negative = inhibition, most hits filed as inhibitors; further: potency means the concentration at half of the fitted maximal effect; on the % scale 0 is the no-effect control and ±100 the full control effect
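P. falciparum expressing integrated firefly luciferase grown in erythrocytes (2% hematocrit, 0.05% parasitemia final) with compounds for 96 hours at 37 C, 5% CO2. Growth inhibition read as loss of luminescence after adding luciferase detection reagent.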
LmPK inhibitor: blocks Leishmania mexicana pyruvate kinase activity; purified LmPK, Kinase-Glo ATP luminescence, 1 h; Potency, µM (doses to about 57.5 µM), for inactives: at the top dose activity change, negative = inhibition, actives largely listed as inhibitors; Q27686; AID 1721; 0.37% of 290,000 active; further: potency means the concentration at half of the fitted maximal effect; on the % scale 0 is the no-effect control and ±100 the full control effect
Target sequence (Q27686 whole entry, looked up): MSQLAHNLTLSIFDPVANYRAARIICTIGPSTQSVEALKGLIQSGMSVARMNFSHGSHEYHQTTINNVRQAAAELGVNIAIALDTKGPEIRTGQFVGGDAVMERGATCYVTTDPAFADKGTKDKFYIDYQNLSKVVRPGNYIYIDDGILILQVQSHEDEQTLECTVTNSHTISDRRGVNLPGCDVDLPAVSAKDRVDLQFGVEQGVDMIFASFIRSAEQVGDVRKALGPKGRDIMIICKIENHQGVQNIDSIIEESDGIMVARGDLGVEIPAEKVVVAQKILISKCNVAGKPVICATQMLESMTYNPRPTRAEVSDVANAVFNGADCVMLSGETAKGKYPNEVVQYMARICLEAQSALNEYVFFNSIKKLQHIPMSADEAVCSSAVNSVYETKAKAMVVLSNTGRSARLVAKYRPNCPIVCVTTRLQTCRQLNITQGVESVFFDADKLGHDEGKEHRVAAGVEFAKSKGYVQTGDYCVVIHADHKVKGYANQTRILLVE
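ATP generated from ADP (0.1 mM) and PEP (0.5 mM) by 0.1 nM LmPK over 1 h at room temperature (pH 7.2 imidazole buffer) was detected by coupled luciferase luminescence. Values were normalized to uninhibited and no-enzyme wells.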
Pf growth 48h: P. falciparum growth inhibition at 48 hours (one generation); AID 504832; 5.9% of 310,000 active; Potency, µM (doses to about 28.7 µM), inactives show at the highest dose activity change, negative = inhibition, actives largely listed as inhibitors; P. falciparum luciferase growth in erythrocytes, 48 h; further: potency means the concentration at half of the fitted maximal effect; on the % scale 0 is the no-effect control and ±100 the full control effect
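Luciferase-expressing parasites in RBCs, 2% Hct / 0.1% parasitemia final; RPMI 1640 + 0.5% Albumax; 37 C, 5% CO2, one generation; luminescence read-out, lower signal = inhibition.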
Shiga inhibitor: inhibitors of Shiga toxin in Vero cells; Vero cells, Shiga toxin protein synthesis inhibition reporter; inhibition, % at 38.7 µM; 9.2% of 290,000 active; AID 2315; in the data active means inhibition mostly above about 28%, no sharp cut-off; inactive means mostly below about 43%; further: 0% is about no effect
HCV inh: blocks hepatitis C virus | Huh7.5.1 HCVcc-Cre infection, luciferase reporter, 44 h | Potency, µM (top dose mostly 41.8 µM), for the others: top-dose activity change, negative = inhibition, hits mostly inhibitors | 3.4% of 340,000 active | AID 651820; further: potency means the concentration at half of the fitted maximal effect; on the % scale 0 is the no-effect control and ±100 the full control effect
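Luciferase read-out (15 sec integration) after a 15 min room-temperature substrate step quantifies HCVcc-Cre infection. Cells, 1,000 per well, had compound added 4 h post-plating, then virus at ~0.5 moi, and were cultured 44 h.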
Starred values were filed as active, the others as inactive; ? = inconclusive; . = not tested or not shown; & = joins results of further samples; [ ] = remark or other dose. Unless noted, the call rests on the fitted dose curve; in most records, active means well fitted curve in the direction sought with a large enough effect; inconclusive means small, poorly fitted or top-dose-only effect, or another doubt; inactive means no such curve, though single readings can be large; an effect the other way counts as inactive or inconclusive.

Letter code: A = Cycloheximide cs; B = TbPYK inhibitor; C = Pf growth 96h; D = LmPK inhibitor; E = Pf growth 48h; F = Shiga inhibitor; G = HCV inh
CCN(CC)S(=O)(=O)c1cccc(NC(=O)c2ccccc2Br)c1
  A: -1.2; B: -18.4%; C: ?; D: 7.0%; E: 10.4µM*; F: 30.2; G: ?
N#Cc1ccccc1CSc1nnc(-c2ccncc2)o1
  A: 33.8*; B: -20.3%; C: 32.0%[activator]; D: 0.1%; E: 70.2%[activator]; F: 49.1*; G: -6.7%
CC(C)CN(C(=O)C1CCCO1)c1c(N)n(CC(C)C)c(=O)[nH]c1=O (stereo unspecified)
  A: .; B: -2.2%; C: 46.3%[activator]; D: .; E: -2.7%; F: .; G: -15.2%
CCOc1cc2[nH]c(=S)n(Cc3ccc(C(=O)NCCCOC)cc3)c(=O)c2cc1OCC
  A: -1.7; B: -2.1%; C: ?; D: -0.1%; E: ?; F: -16.5; G: -4.9%
Cn1nnnc1SCC(=O)Nc1ccccc1C(N)=O
  A: -1.3; B: 2.5%; C: 48.7%[activator]; D: -1.4%; E: -38.4%[1.15 µM]; F: 0.9; G: 12.9%
COC(=O)Cc1ccc(NC(=O)c2ccc3c(c2)C(=O)N(Cc2cccnc2)C3=O)cc1
  A: -1.5; B: 0.2%; C: 0.2%; D: 1.0%; E: -1.2%; F: -3.6; G: 4.0%
Cc1c(C)c(C)c(C(=O)CCc2cccc(NC(=O)CCC(=O)O)c2)c(C)c1C
  A: 0.5; B: 0.9%; C: 5.9%; D: -2.6%; E: .; F: -5.0; G: 2.3%
COc1cccc(NC(=O)COc2ccc(C(=S)N3CCN(C)CC3)cc2OC)c1
  A: 0.9; B: 1.9%; C: ?; D: 4.1%; E: ?; F: 10.8; G: ?
COc1ccc(S(=O)(=O)NC(CC(=O)NCc2ccc3c(c2)OCO3)c2ccco2)cc1 (stereo unspecified)
  A: 0.7; B: 0.6%; C: ?; D: 0.4%; E: 24.5%; F: -3.5; G: -2.0%
Cc1ccccc1OCc1nc2ccccc2c(=O)n1/N=C/c1c[nH]c2ccccc12
  A: -2.3; B: 13.7%; C: ?; D: 0.5%; E: -69.9%; F: 35.6; G: ?
CCc1c(O)nc(SCC(=O)Nc2ccccc2OC)[nH]c1=O
  A: -6.3; B: 4.2%; C: 35.4%[activator]; D: -2.3%; E: 15.7%; F: -4.3; G: -13.0%
CCOc1cccc(/C=C/c2ccc3ccccc3n2)c1OC(C)=O
  A: 25.2*; B: 3.2%; C: -13.8%; D: -23.0%; E: -41.4%; F: 50.8; G: 11.2µM*
CCOC(=O)c1ccc(NC(=O)N2CC(C)OC(C)C2)cc1 (stereo unspecified)
  A: 2.0&1.0; B: 6.3%; C: -0.2%; D: 4.2%&0.2%; E: ?; F: 30.2&11.6; G: -0.7%
CCC(=O)N1CCc2cc(S(=O)(=O)CCC(=O)N3CCc4ccccc4C3)ccc21
  A: 5.4; B: -5.2%; C: 11.7µM*; D: 1.7%; E: -24.3%; F: 12.4; G: 7.2%
CCCC(=O)O/N=C(\c1ccccc1)c1ccncc1
  A: -0.6; B: -7.1%; C: 21.6%; D: -2.0%; E: 0.1%; F: 2.9; G: 4.8%
Nc1nc(N)c(N=Nc2ccc(C(=O)O)cc2)c(N)n1
  A: 2.8; B: -1.5%; C: ?; D: -5.9%; E: -6.1%; F: 14.3; G: 2.7%
C=CCC(O)(CC=C)CNC(=O)c1ccc(OC)c(OC2CCN(C(C)=O)CC2)c1
  A: -0.9; B: -3.1%; C: ?; D: 0.4%; E: -5.4%; F: -4.4; G: -7.0%
CCC(=O)N1CCc2cc(OC)c(OC)cc2C1COc1ccc(C(=O)OC)cc1 (stereo unspecified)
  A: -1.2; B: -1.2%; C: ?; D: -2.1%; E: 10.4µM*; F: -8.7; G: ?
O=C(Nc1nc2ccc(F)cc2s1)C1CCCO1 (stereo unspecified)
  A: 26.2*; B: -1.6%; C: 94.3%[activator]; D: -15.8%; E: 247.0%[activator]; F: 94.0*; G: 2.2%
O=C(Cn1nc(C(=O)O)c2ccccc2c1=O)Nc1cccc(S(=O)(=O)N2CCOCC2)c1
  A: .; B: -3.7%; C: -8.3%; D: .; E: 6.7%; F: .; G: 7.2%
Cc1ccc(C(=O)NCC(=O)OCCCOC(=O)CNC(=O)c2ccc(C)cc2)cc1
  A: .; B: 0.9%; C: 31.5%[activator]; D: .; E: 5.8%; F: .; G: 13.9%
CCOCCCN(C)C1CCN(C(=O)c2oc3ccccc3c2NC(=O)Cc2ccc(F)cc2)CC1
  A: -4.5; B: -1.3%; C: 36.5%[activator]; D: 5.6%; E: ?; F: -3.1; G: 9.1%
C/C(=N\NC(=O)Cc1cc(=O)[nH][nH]1)c1cccc([N+](=O)[O-])c1
  A: 3.2; B: -11.9%; C: 30.8%[activator]; D: -0.7%; E: -5.5%; F: -8.1; G: 15.1%
N#Cc1c(-c2ccccc2)nc(SCc2ccc([N+](=O)[O-])cc2)[nH]c1=O
  A: -1.8; B: 29.5%; C: ?; D: 6.3%; E: 19.2%; F: -3.9; G: -5.1%
COC(=O)[C@@H]1CCCN1C(=O)CCc1nnc(CCC2CCCCC2)o1
  A: 33.5*; B: -6.4%; C: -16.8%; D: -4.0%; E: 13.1%; F: 73.7*; G: 6.2%

Four of the compounds above, as labelled records.
CCN(CC)S(=O)(=O)c1cccc(NC(=O)c2ccccc2Br)c1
  Cycloheximide cs: -1.2 | TbPYK inhibitor: -18.4% | Pf growth 96h: ? | LmPK inhibitor: 7.0% | Pf growth 48h: 10.4µM* | Shiga inhibitor: 30.2 | HCV inh: ?

N#Cc1ccccc1CSc1nnc(-c2ccncc2)o1
  Cycloheximide cs: 33.8* | TbPYK inhibitor: -20.3% | Pf growth 96h: 32.0%[activator] | LmPK inhibitor: 0.1% | Pf growth 48h: 70.2%[activator] | Shiga inhibitor: 49.1* | HCV inh: -6.7%

CC(C)CN(C(=O)C1CCCO1)c1c(N)n(CC(C)C)c(=O)[nH]c1=O (stereo unspecified)
  Cycloheximide cs: . | TbPYK inhibitor: -2.2% | Pf growth 96h: 46.3%[activator] | LmPK inhibitor: . | Pf growth 48h: -2.7% | Shiga inhibitor: . | HCV inh: -15.2%

CCOc1cc2[nH]c(=S)n(Cc3ccc(C(=O)NCCCOC)cc3)c(=O)c2cc1OCC
  Cycloheximide cs: -1.7 | TbPYK inhibitor: -2.1% | Pf growth 96h: ? | LmPK inhibitor: -0.1% | Pf growth 48h: ? | Shiga inhibitor: -16.5 | HCV inh: -4.9%

Next compounds.
mol	Cycloheximide cs	TbPYK inhibitor	Pf growth 96h	LmPK inhibitor	Pf growth 48h	Shiga inhibitor	HCV inh
COc1ccc(NC(=S)NC(=O)c2ccccc2Cl)cc1	38.2*	-1.6%	?	-0.2%	100.0%[activator]	96.3*	3.4%
COc1ccc(OCCNC(=O)/C=C/c2ccccc2)cc1	28.3	-2.6%	?	-2.9%	-22.4%	-5.3	-22.2%
Cc1c(C(=O)NCCSCc2ccccc2)cccc1[N+](=O)[O-]	0.7	3.1%	-15.7%	7.9%	-0.7%	-3.6	-28.3%
CC1CCCC(NC(=O)CC2Nc3ccccc3NC2=O)C1C (stereo unspecified)	-2.8	-7.9%	52.5%[activator]	-2.1%	-3.3%	-10.8	30.5%[activator]
O=C(Nc1cccc(Cl)c1)NC1CC2CCC(C1)N2Cc1ccco1 (stereo unspecified)	4.9	1.2%	15.2%	4.1%	0.0%	-5.9	1.8%
COc1ccc(N(Cc2ccccc2)S(=O)(=O)c2cccc(C(=O)NC3=NCCS3)c2)cc1	-3.8	-0.7%	?	-3.5%	3.4%	-1.6	-25.6%
COc1ccccc1C(=O)C1CCCN(C(=O)CCc2ccccn2)C1 (stereo unspecified)	6.6	-1.3%	2.6%	3.9%	?	24.7	-16.1%
O=C(CNCc1ccccc1Cl)Nc1ccccc1N1CCCCC1	-0.9	17.0%	11.4%	-1.9%	?	2.0	?
CC(C)(C)OC(=O)N1CCC(NC(=O)c2[nH]cnc2C(=O)Nc2ccon2)CC1	.	0.0%	?	.	?	.	4.8%
COc1ccc(-c2cc(=O)oc3cc(OCC(=O)N(C)C4CCS(=O)(=O)C4)ccc23)cc1 (stereo unspecified)	3.9	1.9%	-4.9%	-0.3%	?	-5.6	1.8%
CC1=NNC(=O)C1CCC(=O)N/N=C\c1ccc(Cl)c(Cl)c1 (stereo unspecified)	-2.7	29.1%	179.7%[activator]	4.5%	30.9%[activator]	-6.4	2.0%
CCOC(=O)C1CCCN(C(=O)Cn2nc(Cc3cccnc3)c3ccccc3c2=O)C1 (stereo unspecified)	-2.5	-5.0%	7.38µM*	6.9%	.	11.5	14.7%
CCOC(=O)c1cnc(SCC(=O)Nc2cc(OC)cc(OC)c2)nc1N	-1.2	-3.7%	.	3.8%	1.8%	-7.0	?
c1coc(-c2nc3nc4ccccc4nc3n2CC2CCCO2)c1 (stereo unspecified)	-7.2	-1.3%	-1.5%	8.6%	.	-1.2	-13.1%
O=C(/C=C/c1ccc(Cl)cc1)N(Cc1ccccc1)C1CCS(=O)(=O)C1 (stereo unspecified)	-2.2	-6.6%	?	-1.4%	-13.8%	-14.6	-2.3%
Cc1[nH]cnc1C(=O)N/N=C/c1c(Cl)cccc1Cl	36.0*	?	22.5%	?	45.4%[activator]	45.9	7.3%
O=C(NCCCN1CCOCC1)c1ccccc1NS(=O)(=O)c1cc([N+](=O)[O-])ccc1Cl	-3.5	-17.3%	?	-0.5%	-13.2%	2.9	7.4%
Cc1ccccc1CN(C)C(C)C(=O)Nc1ccccc1F (stereo unspecified)	2.6	3.2%	30.1%[activator]	-4.7%	?	-8.5	-2.6%
COCC[N+]1(C)CCCCC1	-7.7	-7.7%	?	12.3%	?	-5.2	6.8%
Cc1ccc(S(=O)(=O)Nc2cc(C)cn(Cc3ccc(F)cc3)c2=O)cc1	-2.9	2.1%	?	-0.3%	0.208µM*	2.6	-12.1%
N=C(N)N1CCN(Cc2ccccc2)CC1	1.3	.	?	4.4%	70.7%[activator]	7.0	.
CC(C)C(NC(=O)C(c1ccccc1)c1ccccc1)c1nc2ccccc2[nH]1 (stereo unspecified)	-2.3	-8.7%	.	0.0%	9.28µM*	-6.4	11.8%
CNC(=O)COC(=O)c1c2c(nc3ccccc13)CCC2	-1.0	-0.2%	?	11.6%	13.1µM*	-7.2	5.2%
Cc1nc2c3cnn(-c4ccc(C)c(C)c4)c3ncn2n1	29.0*	-6.8%	274.3%[activator]	-13.8%	72.2%[activator]	70.1*	0.1%
O=c1[nH]c(=S)n(C2CCCCC2)c(O)c1C=NCCN1CCOCC1	-1.9	-1.8%	-3.5%	0.5%	?	-3.9	1.9%
CC(CN1CCN(C)CC1)OC(=O)c1ccc(Cl)cc1 (stereo unspecified)	4.2	1.2%	?	6.1%	-17.6%	35.8	?
C/C(=N\NC(=O)CN(c1ccccc1Br)S(C)(=O)=O)c1ccc2c(c1)OCCO2	-1.8	-3.6%	?	2.7%	?	27.5	-9.3%
